PNC assembly inh – High Content Assay for Compounds that inhibit the Assembly of the Perinucleolar Compartment; PC3M PTB-GFP, PNC prevalence imaging, 16 h; active compounds read low; activity change (PNC), negative = inhibition, % at 10 µM; hit rate 3.1% among 140,000; AID 2417, 2010;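 active = readout at or below -70, meaning at least 70% loss of cells showing the perinucleolar compartment, a nuclear body marking cancer cells; inconclusive = readout between -30 and a set limit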;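 also: plate controls were DMSO wells for no effect and camptothecin positive control wells for full effect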
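PC3M cells stably expressing PTB-GFP, 750–1000 cells/well, treated 16 h at 37 °C with compound (23 nl of library stock), in duplicate. After paraformaldehyde fixation and Hoechst stain, imaged at 20x; PNC prevalence scored by image analysis.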
12-hLO inh – qHTS Assay for Inhibitors of 12-hLO (12-human lipoxygenase). hit rate 0.12% among 150,000. purified 12-hLO, xylenol orange hydroperoxide absorbance. Potency, µM (series often up to 57.1 µM), for inactives: at the highest dose activity change, negative = inhibition, actives largely listed as inhibitors. Polyunsaturated fatty acid lipoxygenase ALOX12 (Homo sapiens), P18054; also: potency is read from the fitted curve at half-maximal effect; nearly all actives have a fitted effect of over 55% in size; many of its hits are not listed in these tables
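Xylenol orange chromogenic assay: hydroperoxide from 12hLO oxidises Fe(II), giving red-shifted Fe(III)-XO absorbance. Conditions: 150 nM enzyme, 40 uM arachidonic acid, 25 mM Hepes pH 7.0, 0.01% Triton X-100, 30 min, room temperature.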
15-hLO-2 inh – qHTS Assay for Inhibitors of 15-hLO-2 (15-human lipoxygenase 2) | Polyunsaturated fatty acid lipoxygenase ALOX15B (Homo sapiens), O15296 | purified 15hLO-2, xylenol orange hydroperoxide absorbance | Potency, µM (doses to about 57.1 µM), for the others: at the top dose activity change, negative = inhibition, most hits filed as inhibitors | hit rate 0.56% among 110,000; also: potency is read from the fitted curve at half-maximal effect; nearly all actives have a fitted effect of over 60% in size; many of its hits are not listed in these tables
Target sequence (O15296 whole entry, looked up): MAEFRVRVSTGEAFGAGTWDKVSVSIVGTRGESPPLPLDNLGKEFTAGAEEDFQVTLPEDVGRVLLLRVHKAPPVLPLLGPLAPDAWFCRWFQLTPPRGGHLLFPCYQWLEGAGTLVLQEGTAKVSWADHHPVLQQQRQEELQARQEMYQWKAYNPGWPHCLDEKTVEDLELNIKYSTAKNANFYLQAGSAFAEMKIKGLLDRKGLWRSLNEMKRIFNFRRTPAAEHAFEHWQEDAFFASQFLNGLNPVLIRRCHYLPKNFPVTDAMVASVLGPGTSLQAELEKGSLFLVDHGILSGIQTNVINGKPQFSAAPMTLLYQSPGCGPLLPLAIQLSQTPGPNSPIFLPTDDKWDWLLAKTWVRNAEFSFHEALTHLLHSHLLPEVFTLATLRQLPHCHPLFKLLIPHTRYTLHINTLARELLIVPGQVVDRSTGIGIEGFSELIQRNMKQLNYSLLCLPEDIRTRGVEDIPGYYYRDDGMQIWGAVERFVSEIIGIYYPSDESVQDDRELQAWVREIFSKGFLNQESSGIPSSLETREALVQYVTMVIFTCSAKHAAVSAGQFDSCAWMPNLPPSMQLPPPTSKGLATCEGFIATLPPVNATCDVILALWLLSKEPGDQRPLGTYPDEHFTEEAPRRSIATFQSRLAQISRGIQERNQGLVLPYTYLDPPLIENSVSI
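Purified human 15hLO-2 (50 nM final) preincubated with compounds 15 min at room temperature in 25 mM Hepes pH 7.5, 0.01% Triton X-100, then 45 uM arachidonic acid added for 90 min; hydroperoxide detected via ferrous/xylenol orange, 573/405 nm absorbance ratio.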
IMPase inh – qHTS Assay for Identifying the Cell-Membrane Permeable IMPase Inhibitors. Inositol monophosphatase 1 (Rattus norvegicus), P97697. CHO-M1 cells, IP1 accumulation, HTRF TR-FRET ratio. inhibition (IP1 accumulation), % at 46.1 µM. 120,000 tested, under 10 active. AID 901, 2007; active = well fitted curve in the direction sought with a large enough effect in the signal ratio, not every such curve was filed as active; inconclusive = small, poorly fitted or top-dose-only effect, or a change in a side signal; inactive = no such curve, though single readings can be large or run the other way; the % refers to the signal ratio;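 also: cells stimulated with carbachol in lithium chloride buffer; plate controls were DMSO basal wells for no effect and reference inhibitor wells for full effect; higher means more IMPase inhibition seen as more IP1 and lower FRET ratio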
Target sequence (P97697 whole entry, looked up): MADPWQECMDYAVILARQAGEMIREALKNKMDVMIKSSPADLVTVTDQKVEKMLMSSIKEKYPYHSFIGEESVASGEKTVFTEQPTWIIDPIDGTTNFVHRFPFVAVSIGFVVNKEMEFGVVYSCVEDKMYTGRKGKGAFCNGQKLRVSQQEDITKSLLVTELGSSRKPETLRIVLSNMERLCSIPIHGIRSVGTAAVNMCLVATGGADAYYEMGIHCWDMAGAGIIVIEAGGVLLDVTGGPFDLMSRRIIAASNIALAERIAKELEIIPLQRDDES
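Carbachol-driven Gq signalling in CHO-M1 cells (2000/well) generates IP1. Compounds that block IMPase raise IP1 and so reduce the FRET signal from Eu-anti-IP1 and d2-IP1 after a 10 min room-temperature lysis.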
Numbers without * were called inactive; ? = inconclusive; nt = not tested or not shown; & = joins results of further samples; [ ] = dose if it differs, or a comment. Unless noted, calls follow the shape of the dose curve; as a rule, active = well fitted curve in the direction sought with a large enough effect; inconclusive = small, poorly fitted or top-dose-only effect, or another doubt; inactive = no such curve, though single readings can be large; an effect the other way counts as inactive or inconclusive. Unless noted, % is scaled to controls: 0 for no effect and ±100 for the full control effect.

entry | canonical_smiles | PNC assembly inh | 12-hLO inh | 15-hLO-2 inh | IMPase inh
1 | O=C(COC(=O)CNC(=O)c1ccc(Cl)cc1)Nc1ccc(Cl)cc1C(F)(F)F | -10 | 0% | nt | 2
2 | Cc1ccc2nc(CC(=O)c3ccc4ccccc4c3)c(=O)[nH]c2c1 | nt | -3%[11.4 µM] | -7%[11.4 µM] | nt
3 | COc1cc(OC)cc(-c2nnc(SCc3cccc(C(=O)O)c3)o2)c1 | ? | -9% | -5% | -3
4 | CC(C)Oc1ccc(C(CC(=O)O)NC(=O)c2cccs2)cc1 (stereo not given) | 11 | 3% | -3% | 2
5 | CCOc1ccc2nc(N3CCCC(C(=O)N4CCN(CC)CC4)C3)sc2c1 (stereo not given) | -3 | -9% | 13% | 3
6 | CCS(=O)(=O)Nc1cccc(C(=O)CC2(O)C(=O)Nc3ccccc32)c1 (stereo not given) | 22 | -5% | -12% | 3
7 | CCC(C)NC(=O)Cn1nc(C(F)(F)F)c2c1CCCC2 (stereo not given) | 1 | 7% | nt | 15
8 | CCOc1ccc(N2C(=O)c3cccnc3C2Nc2ccc(Cl)cc2)cc1 (stereo not given) | 107 | -2% | nt | -6
9 | Cc1ccc2c(c1)C(O)(c1c(C)[nH]c3ccccc13)C(=O)N2 (stereo not given) | ? | ? | -17% | 5
10 | Cc1ccccc1Cn1nnc(-c2ccc3c(c2)OCO3)n1 | ? | -11% | nt | 9
11 | O=C(CN1C(=O)CSC1=O)Nc1ccc(F)c(F)c1F | 9 | 2% | -7% | 7
12 | CCC[C@@H]1C[C@@]1(CCC)[C@@H](NP(=O)(c1ccccc1)c1ccccc1)c1ccc(C(=O)OC)cc1 | 36 | -1%&-17% | 5% | nt
13 | CC1CCCCN1C(=O)C(Cc1ccccc1)N1C(=O)C2CCCCC2C1=O (stereo not given) | -2 | -1% | nt | 9
14 | CCC(=O)N(Cc1ccco1)C1CC(=O)N(c2ccccc2)C1=O (stereo not given) | 38 | 1% | nt | nt
15 | CCCOC1OC(=O)c2c1ccc(OC)c2OC (stereo not given) | 34 | -4% | nt | -7
16 | COc1cc2ccccc2cc1C(=O)N1CCN(C)CC1 | -17 | 3% | 16% | 8
17 | CC(C)(C)c1ccc(OCC(=O)O)c(Cl)c1 | nt | -3%[11.4 µM] | -3%[11.4 µM] | nt
18 | NC(=O)[C@@H]1CCCNc2c(F)cc([N+](=O)[O-])cc2C(=O)N[C@@H](CO)C(=O)N[C@@H](Cc2ccc(O)cc2)C(=O)N1 | ? | -2% | nt | nt
19 | COCCCNCCOc1ccccc1-c1ccccc1 | ? | 0% | nt | nt
20 | COC(=O)c1ccccc1NC(=O)Cn1ccnc1 | ? | 1% | 1% | 8

(cont.)
entry | canonical_smiles | PNC assembly inh | 12-hLO inh | 15-hLO-2 inh | IMPase inh
21 | CCOC(=O)N1CCN(C(=O)c2ccc3nc4ccsc4c(=O)n3c2)CC1 | ? | 8% | -2% | 3
22 | O=C(Nc1cc2ccccc2oc1=O)C1CCCCC1 | 63 | 2% | -8% | 4
23 | O=C(Nc1ccc(Cl)cc1C(=O)O)c1ccc2c(c1)C(=O)N(Cc1ccco1)C2=O | -9 | -1% | nt | nt
24 | CCCN1C(=O)C2C(C(=O)Nc3cccc(OC)c3)C3C=CC2(O3)C1C(=O)NC1CCCCC1 (stereo not given) | ? | -2% | -2% | -5
25 | O=C(c1cccs1)N1CCN(S(=O)(=O)N2CCCCC2)CC1 | ? | -2% | 7% | 6
26 | O=S(=O)(c1ccc2c(c1)N(Cc1ccc(Cl)cc1)C1CCCN21)N1CCOCC1 (stereo not given) | -11 | -5% | -1% | ?
27 | O=C(O)c1ccc(NS(=O)(=O)c2ccsc2C(=O)O)c(O)c1 | nt | -1% | 2% | nt
28 | CC1(C)O[C@H]2C[C@@H]3[C@H]4CCC5=CC(=O)CC[C@@]5(C)[C@]4(F)[C@@H](O)C[C@@]3(C)[C@@]2(C(=O)CCl)O1 | nt | -2%[25.6 µM] | -2%[25.6 µM] | 0[20.6 µM]
29 | COc1nc(NC(C)(C)C)nc(Oc2ccc(=O)n(C)n2)n1 | 20 | 1% | 11% | -7
30 | O=S(=O)(NCCSc1ccc(Cl)cc1)c1ccc2c(c1)OCCO2 | -4 | -10% | 0% | 3
31 | CN(CCO)Cc1ncccc1O | nt | -6%[11.4 µM] | -5%[11.4 µM] | nt
32 | Cc1ccc(NC(=O)CSc2nnc(-c3ccc(S(=O)(=O)N4CCCC4)cc3)o2)cc1C | -5 | 3% | ? | -1
33 | C[C@@H]1CCC[C@H](C)N1 | nt | -4%[25.6 µM] | 5%[25.6 µM] | -9[20.6 µM]
34 | CCOC(=O)Cc1csc(NC(=S)NC(=O)c2ccccc2Br)n1 | -16 | -9% | nt | nt
35 | CCc1cccc2c(/C=N/NC(=O)c3cccc(S(=O)(=O)Nc4ccccc4Cl)c3)c[nH]c12 | -6 | -1% | nt | nt
36 | CCOCCCNC(=O)c1cc(C)nn1-c1ccccc1 | -19 | 4% | 3% | 5
37 | COCCOC(=O)C1=C(C)OC(N)=C(C#N)C1c1ccc2c(c1)OCO2 (stereo not given) | 29 | -23% | 1% | 3
38 | COc1cc(S(=O)(=O)N2CCC(C(N)=O)CC2)c(C)cc1C | ? | -1% | 3% | 4
39 | CN(C(=S)NC(=O)CCCOc1ccc(Cl)cc1Cl)c1ccccc1 | -29 | -8% | -22% | 2
40 | COc1ccc(S(=O)(=O)N2CCN(C(=O)NC3CCCCC3)CC2)cc1OC | 16 | 1% | 10% | 9

Screen by screen, from the results shown.
IMPase inh, entries 23 to 29 → nt, -5, 6, ?, nt, 0[20.6 µM], -7
12-hLO inh, entries 23 to 29 → -1%, -2%, -2%, -5%, -1%, -2%[25.6 µM], 1%
PNC assembly inh, entries 23 to 29 → -9, ?, ?, -11, nt, nt, 20

Compound profiles, as listed above:
CN(CCO)Cc1ncccc1O is listed as PNC assembly inh: nt; 12-hLO inh: -6%[11.4 µM]; 15-hLO-2 inh: -5%[11.4 µM]; IMPase inh: nt
CCOC(=O)Cc1csc(NC(=S)NC(=O)c2ccccc2Br)n1 is listed as PNC assembly inh: -16; 12-hLO inh: -9%; 15-hLO-2 inh: nt; IMPase inh: nt

(further entries)
entry | canonical_smiles | PNC assembly inh | 12-hLO inh | 15-hLO-2 inh | IMPase inh
41 | CC(C)NC(=S)N/N=C1\CCCCC1C1CCCCC1 (stereo not given) | 32 | ? | ? | 1
42 | Cc1nc(NS(=O)(=O)c2ccc(Br)cc2)c2c3c(sc2n1)CCC3 | -2 | -3% | -5% | -1
43 | CCOc1ccc2nc(NC3=NC(C)(C)C=C(C)N3)nc(C)c2c1 | 30 | -4% | 20% | 13
44 | COc1ccc(S(=O)(=O)NCCSc2ccc(C)cc2)cc1OC | 6 | -6% | -4% | 2
45 | CCN(c1ccccc1)S(=O)(=O)c1ccc(F)c(C(=O)O)c1 | 32 | 2% | 3% | 4
46 | O=C(COC(=O)C1CCC1)Nc1ccc(OC(F)F)cc1 | ? | -2% | 4% | -4
47 | COCCCNCCCOc1ccc(C)cc1Br | ? | 1% | nt | nt
48 | COc1ccc(C2CC(=O)c3c(C)nc(N4CCN(Cc5ccccc5)CC4)nc3C2)cc1OC (stereo not given) | -9 | -8% | 36%[activator] | ?
49 | CCC(C)C(NC(=O)c1ccccc1NC(=O)c1ccc(OC)cc1)C(=O)NCc1ccco1 (stereo not given) | -22 | 1% | ? | 4
50 | NC(=O)C1CCN(CC(=O)NCc2ccccc2)CC1 | -3 | 4% | -1% | 0
51 | CN(Cc1ccccc1)C(=O)c1ccc(Cl)c([N+](=O)[O-])c1 | 5 | -2% | nt | nt
52 | O=C(NC1CCCCCC1)c1cccnc1Sc1ccccc1 | -10 | 8% | nt | 6
53 | COc1ccc(N/C=C(\C#N)c2nc3ccccc3n2C)c(OC)c1 | 9 | -3% | 9% | -3
54 | CCn1c(CCNC(=O)c2ccc(OC)cc2)nnc1SCc1ccc(Cl)c(Cl)c1 | ? | 0% | nt | nt
55 | CCn1nc(C)c(/C=C2\CCCC3=C2OC(N)=C(C#N)C3c2c(C)nn(CC)c2C)c1C (stereo not given) | -14 | -18% | -8% | 2
56 | Cc1cc(C)n2nc(SCC(=O)N/N=C/c3ccc(F)cc3)nc2n1 | 47 | 2% | 7% | 2
57 | Nc1ccccc1C(=O)CC(N)C(=O)O (stereo not given) | nt | -1%&-2% | -5%&5% | -2
58 | C/C(=N\NC(=O)CSCc1ccccc1Cl)c1cccc(NC(=O)c2ccccc2)c1 | -11 | 8% | nt | 4
59 | Cc1cccc(-[n+]2c(C)cc(C)c3c(=O)[nH]c(=O)[nH]c32)c1 | -25 | 0% | nt | -7
60 | COCCSc1nc2sc3c(c2c(=O)n1-c1ccccc1)CCN(C)C3 | 19 | 3% | 13% | 4

Retrieved one by one from above (4):
entry | canonical_smiles | PNC assembly inh | 12-hLO inh | 15-hLO-2 inh | IMPase inh
58 | C/C(=N\NC(=O)CSCc1ccccc1Cl)c1cccc(NC(=O)c2ccccc2)c1 | -11 | 8% | nt | 4
45 | CCN(c1ccccc1)S(=O)(=O)c1ccc(F)c(C(=O)O)c1 | 32 | 2% | 3% | 4
43 | CCOc1ccc2nc(NC3=NC(C)(C)C=C(C)N3)nc(C)c2c1 | 30 | -4% | 20% | 13
56 | Cc1cc(C)n2nc(SCC(=O)N/N=C/c3ccc(F)cc3)nc2n1 | 47 | 2% | 7% | 2

Next section.
entry | canonical_smiles | PNC assembly inh | 12-hLO inh | 15-hLO-2 inh | IMPase inh
61 | CN(C)C(=O)c1ccc(-c2nc(NCc3cccs3)c3ccccc3n2)cc1 | nt | 3% | -9% | nt
62 | CCOc1cc(S(=O)(=O)Nc2ccccc2CC)ccc1Cl | 2 | -9% | -14% | 1
63 | O=C(N/N=C/c1ccncc1)c1cc2c(ccc3ccccc32)o1 | 50 | -1% | -12% | 5
64 | C=C(C)Cn1c(-c2ccccc2)nc2ccccc21 | -29 | -1% | 1% | 1
65 | COc1cc(C2C(C(=O)OCCC#N)=C(C)NC3=C2S(=O)(=O)c2ccccc23)cc(OC)c1OC (stereo not given) | -16 | 0% | -2% | 4
66 | CN(C)/C=N/C(=S)Nc1ccccc1F | -15 | -3% | -5% | 0
67 | O=C(NCc1ccccc1)c1cc(-c2cccs2)on1 | 46 | 6% | 1% | 6
68 | COc1ccccc1N1CCN(C(=O)CSc2nc(C)c(Cc3ccccc3)c(=O)[nH]2)CC1 | 9 | 3% | -8% | 7
69 | Cc1nc2ccccn2c1-c1nnco1 | -18 | -2% | 1% | 3
70 | Cc1cc(/C=C(/C#N)C(=O)O)c(C)n1CCC(C)C | 16 | -2% | nt | nt

Ordered by the number under PNC assembly inh (lowest first): three of the compounds above
entry | canonical_smiles | PNC assembly inh | 12-hLO inh | 15-hLO-2 inh | IMPase inh
64 | C=C(C)Cn1c(-c2ccccc2)nc2ccccc21 | -29 | -1% | 1% | 1
69 | Cc1nc2ccccn2c1-c1nnco1 | -18 | -2% | 1% | 3
70 | Cc1cc(/C=C(/C#N)C(=O)O)c(C)n1CCC(C)C | 16 | -2% | nt | nt

Assay outcomes: PubChem, National Center for Advancing Translational Sciences (NCATS)

This is a subset. The share of hits here may be higher or lower than overall.
